DNMT1 block: inhibitors of human DNMT1 | inhibition (reported as % activation of signal), % at 10 µM | P26358 | 0.83% of 360,000 active | DNMT1 molecular beacon, Hinp1I cleavage, fluorescence; in the data active = inhibition above about 50%
LMPTP inh: blocks human LMPTP phosphatase; P24666; recombinant LMPTP-A, OMFP fluorogenic substrate, fluorescence intensity; inhibition, % at 20 µM; 0.22% of 360,000 active; AID 651560;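 active = compounds that cut the enzyme signal by at least half of the control window in the single-dose screen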;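 also: plate controls were DMSO wells with enzyme plus substrate for no effect and substrate without enzyme for full effect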
Target sequence (P24666 whole entry, looked up): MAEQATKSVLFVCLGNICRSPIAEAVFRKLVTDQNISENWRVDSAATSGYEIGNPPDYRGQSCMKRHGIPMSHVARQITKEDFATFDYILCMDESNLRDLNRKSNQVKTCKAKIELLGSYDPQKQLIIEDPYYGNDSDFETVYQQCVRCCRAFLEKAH
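Test system – LMPTP-A enzyme · Amount – LMPTP-A at 0.625 nM final in the reaction · Buffer or medium – Bis-Tris pH 6.0, DTT, detergent · Reagent – OMFP 400 µM · Doses – single 20 µM dose · Schedule – reaction 50 min, room temperature, dark · Detection – fluorescence intensity of OMFP turnover product · Evaluation – percent inhibition versus substrate-only and uninhibited controls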
Rpn11 block: blocks the human proteasome subunit Rpn11. AID 588493. O00487. calls only at 20 µM. human 26S proteasome, Ub4-pepOG fluorescence polarization; 20S core pre-blocked with epoxomicin. 0.59% of 360,000 active;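 active = inhibition at 20 µM, scaled to each plate's controls, above about 33%, limit read from the data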
Target sequence (O00487 whole entry, looked up): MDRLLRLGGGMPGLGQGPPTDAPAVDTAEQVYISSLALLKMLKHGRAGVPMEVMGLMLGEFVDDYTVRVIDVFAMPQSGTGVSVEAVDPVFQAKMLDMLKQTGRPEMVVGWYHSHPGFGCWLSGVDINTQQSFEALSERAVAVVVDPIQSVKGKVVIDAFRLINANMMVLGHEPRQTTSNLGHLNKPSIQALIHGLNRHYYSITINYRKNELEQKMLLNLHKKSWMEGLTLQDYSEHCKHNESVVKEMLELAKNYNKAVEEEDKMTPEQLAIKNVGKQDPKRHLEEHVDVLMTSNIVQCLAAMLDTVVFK
NadD inh: NadD (S. aureus) enzyme inhibition | purified NadD enzyme, colorimetric absorbance read-out | inhibition, % at 20 µM | 0.78% of 360,000 active | AID 602399; in the data active = inhibition above about 26%; also: some compounds past the cut are filed as inactive
CSN deneddyl inh: blocks human CSN-mediated cullin deneddylation; Q92905; Purified CSN, SCF-Nedd8-OG deneddylation, fluorescence polarization; inhibition, % at 12.5 µM; 0.38% of 360,000 active;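 active = pattern-corrected inhibition above about 35%, with an unprinted fluorescence ratio check between 0.5 and 1.5, limit read from the data, passing the limit was not always enough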;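 also: 0% = enzyme with substrate and 100% = substrate without enzyme; some results filed as inactive read as strong as hits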
Target sequence (Q92905 whole entry, looked up, one chain of several): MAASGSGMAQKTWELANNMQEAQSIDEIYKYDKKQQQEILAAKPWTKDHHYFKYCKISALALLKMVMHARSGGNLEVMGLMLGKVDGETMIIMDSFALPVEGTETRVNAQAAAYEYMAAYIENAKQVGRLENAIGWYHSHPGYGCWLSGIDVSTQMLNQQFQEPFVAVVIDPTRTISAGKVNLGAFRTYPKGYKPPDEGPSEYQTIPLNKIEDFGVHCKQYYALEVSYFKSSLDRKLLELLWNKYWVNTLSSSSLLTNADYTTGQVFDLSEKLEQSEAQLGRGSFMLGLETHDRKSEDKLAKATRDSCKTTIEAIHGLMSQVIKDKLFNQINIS
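Assay system: HEK293T-derived human Csn5 enzyme; quantity: 0.24 nM enzyme; medium: Tris/NaCl/DTT buffer, pH 7.5; also added: substrate SCFSkp2-Nedd8OG, 10 nM; doses: 12.5 µM compound; schedule: 90 min reaction at room temperature; signal: FP; read-out: % inhibition of substrate cleavage by Csn5; benchmarks: substrate-only high control, full reaction low control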
Scp1 inh: Scp-1 (human) phosphatase inhibition. Q9GZU7. Recombinant Scp1, phosphopeptide, malachite green phosphate absorbance. inhibition, % at 20 µM. 0.88% of 340,000 active. AID 493091;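 active = inhibition above about 50% at 20 µM, limit read from the data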;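 also: plate controls were DMSO wells with enzyme for no effect and wells lacking enzyme for full effect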
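Incubation: 45 min enzyme reaction at room temperature / System: truncated SCP-1 phosphatase (76-261aa) / Reagent: Phospho 17-mer peptide substrate / Buffer or medium: Acidic Tris acetate buffer with magnesium and detergent / Signal: absorbance at 630 nm / Doses: one concentration, 20 µM, with 1.0% DMSO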
SUMO1 PPI mod: SUMO1-SIM interaction modulation. P63165. SUMO1 binding to a labelled peptide, TR-FRET, 1 h. inhibition, % at 20 µM. 0.33% of 360,000 active. AID 602429; in the data active = inhibition above about 37%
Target sequence (P63165 whole entry, looked up): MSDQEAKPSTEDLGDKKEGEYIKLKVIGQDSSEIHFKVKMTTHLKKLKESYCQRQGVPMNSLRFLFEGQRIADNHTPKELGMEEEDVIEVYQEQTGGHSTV
Neddylation inh: inhibitors of human cullin neddylation. P61081+Q13564. TR-FRET cullin neddylation, biochemical. calls only at 25 µM. 0.58% of 360,000 active; in the data active = inhibition above about 36%
STEP block: STEP (human) phosphatase inhibition. P54829. recombinant STEP, OMFP fluorogenic substrate, fluorescence. inhibition, % at 20 µM. 0.25% of 360,000 active. AID 588621;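 active = inhibition at 20 µM, scaled per plate between control wells, above about 37%, limit read from the data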;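 also: 0% = DMSO with enzyme and substrate and 100% = substrate only without enzyme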
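Measure: Control-normalized % inhibition with plate pattern correction | Test system: STEP phosphatase, cell-free reaction | Medium: pH 6.0 Bis-Tris with DTT and Tween 20 | Technique: Fluorescence, 480/540 nm | Times: Reaction 20 min, ambient temperature | Doses: Single compound dose of 20 µM, 1% DMSO final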
Rin1-Abl PPI inh: human Rin1-Abl interaction inhibition | inhibition, % at 7.35 µM | TR-FRET Rin1/Abl binding, biochemical | 0.4% of 360,000 active; in the data active = inhibition above about 5%, passing the limit was not always enough
* hit, by the source's call; i = inactive; x = not tested or not shown; + = active, no number.

SMILES	DNMT1 block	LMPTP inh	Rpn11 block	NadD inh	CSN deneddyl inh	Scp1 inh	SUMO1 PPI mod	Neddylation inh	STEP block	Rin1-Abl PPI inh
CCCNC(=O)N1C2=NC(C(=O)OC)=C(C(=O)OC)[C@@H]3N(Cc4ccccc4)c4ccccc4[C@]23C[C@H]1CO	-2	-0.9	i	0	0	-4	-18	i	-1	1
COc1ccc(C(C#N)c2cnccn2)cc1OC (stereo not given)	5	-2.7	i	0	1	0	-13	i	0	-1
Brc1ccc(-c2nnc3sc(CN4CCC5(CC4)OCCO5)cn23)cc1	1	-0.3	i	-1	-3	0	-1	i	1	-1
C/C(=N\NC(=O)c1ccn(C)n1)c1ccc(NC(=O)C2CCC2)cc1	2	-0.5	i	-7	4	13	-6	i	-3	-1
O=C(Nc1ccccc1F)c1cccc(C(=O)Nc2ccccc2F)c1	-3	-1.6	i	-6	0	3	4	i	3	0
FC(F)(F)c1cc(-c2ccccc2)nc(NC2CCCC2)n1	-3	3.3	i	9	6	-4	4	i	3	-1
COc1ccc(N2CC(O)=C(c3n(C)c4ccccc4[n+]3C)C2=N)cc1	0	-0.9	i	-1	-5	-12	1	i	1	-1
C=CCn1c(SCC(=O)NCCc2ccccc2)nnc1C(C)NC(=O)c1cccs1 (stereo not given)	0	-1.6	i	3	2	-10	2	i	-3	1
Cc1cccc(C(C(=O)NC2CCCCC2)N(Cc2cccnc2)C(=O)c2csnn2)c1 (stereo not given)	0	-0.5	i	1	5	-3	2	i	4	2
CCOC(=O)N1CCN(S(=O)(=O)c2ccc(F)c(C(=O)Nc3ccc(C)c(Cl)c3)c2)CC1	-7	2.4	i	-8	1	-11	2	i	3	1
C[C@H](O)CC1=C[C@H](O)[C@@H](C)OC1=O	2	-1.1	i	0	4	12	-2	i	-2	3
COc1ccc(CCn2c(-c3cccc([N+](=O)[O-])c3)nc3nc4ccccc4nc32)cc1OC	-4	-0.6	i	1	0	-7	-25	i	-1	0
O=[N+]([O-])c1ccc(Cl)cc1CN1CCCCCC1	1	-3.1	i	-4	4	-7	-8	i	-1	1
COc1ccc(S(=O)(=O)NNC(=O)Nc2ccccc2OC)c(OC)c1	1	-1.6	i	-7	1	-6	1	i	0	-1
NCCOc1ccccc1-c1ccccc1	0	1.0	i	7	1	5	-3	i	-3	-7
OC1CN=C2CCCc3c2n(c2ccc(Cl)cc32)C1 (stereo not given)	-19	1.3	i	6	9	0	-6	x	-3	-3
OC[C@H]1O[C@@H](c2nc(-c3ccc4[nH]ccc4c3)no2)[C@H](O)[C@@H](O)[C@H]1O	0	-0.1	i	3	0	x	1	i	0	-2
CCOC(=O)C(=Nc1ccccc1)NO	0	-0.6	i	1	-10	-8	-2	i	-2	1
COc1ccc(-c2nnc3cccc(Cl)n23)c(OC)c1	-9	-0.6	i	-4	2	-12	-6	i	-2	0
Fc1ccccc1NC(=S)NCCc1ccc(Cl)cc1	3	-0.4	i	-1	-4	-7	2	i	-2	1
Cc1ccc(C(=O)OCN2C(=O)c3ccccc3C2=O)c(O)c1	0	1.0	i	-6	-1	-8	-5	i	-2	-3
O=C1C(NS(=O)(=O)c2cccs2)=C(N2CCN(Cc3ccccc3)CC2)C(=O)c2ccccc21	-13	2.9	i	6	-1	-2	-29	i	2	-1
COc1ccccc1NS(=O)(=O)c1ccc(C)c(NC(=O)c2ccc(S(=O)(=O)N3CCCCCC3)cc2)c1	5	2.2	i	9	-3	-10	-3	i	1	-4
S=c1[nH]nc(-c2cc(-c3ccccc3)n[nH]2)n1/N=C/C=C/c1ccco1	62*	12	i	16	31	-3	29	+	5	2
Cc1ccc(S(=O)(=O)N(C)C[C@H]2Oc3cc(C#CC4CCCC4)ccc3S(=O)(=O)N([C@H](C)CO)C[C@H]2C)cc1	-4	1.9	i	2	-4	x	7	i	2	1

No new results follow: an excerpt of the list.
SMILES	DNMT1 block	LMPTP inh	Rpn11 block	NadD inh	CSN deneddyl inh	Scp1 inh	SUMO1 PPI mod	Neddylation inh	STEP block	Rin1-Abl PPI inh
Fc1ccccc1NC(=S)NCCc1ccc(Cl)cc1	3	-0.4	i	-1	-4	-7	2	i	-2	1
Cc1ccc(C(=O)OCN2C(=O)c3ccccc3C2=O)c(O)c1	0	1.0	i	-6	-1	-8	-5	i	-2	-3
O=C1C(NS(=O)(=O)c2cccs2)=C(N2CCN(Cc3ccccc3)CC2)C(=O)c2ccccc21	-13	2.9	i	6	-1	-2	-29	i	2	-1
COc1ccccc1NS(=O)(=O)c1ccc(C)c(NC(=O)c2ccc(S(=O)(=O)N3CCCCCC3)cc2)c1	5	2.2	i	9	-3	-10	-3	i	1	-4
S=c1[nH]nc(-c2cc(-c3ccccc3)n[nH]2)n1/N=C/C=C/c1ccco1	62*	12	i	16	31	-3	29	+	5	2
Cc1ccc(S(=O)(=O)N(C)C[C@H]2Oc3cc(C#CC4CCCC4)ccc3S(=O)(=O)N([C@H](C)CO)C[C@H]2C)cc1	-4	1.9	i	2	-4	x	7	i	2	1

(next part)
SMILES	DNMT1 block	LMPTP inh	Rpn11 block	NadD inh	CSN deneddyl inh	Scp1 inh	SUMO1 PPI mod	Neddylation inh	STEP block	Rin1-Abl PPI inh
CCn1cc(/C=N\NC(=O)c2cc(-c3ccccc3OC)nc3ccccc23)c(C)n1	-5	0.7	i	1	-2	-9	1	i	-2	-3
COc1ccc(-n2cc(CN[C@H]3CCCCNC3=O)c(-c3cccc(F)c3)n2)cc1	-1	-0.3	i	-9	-2	-7	-1	x	-1	-2
O=C(CCCOc1ccccc1)Nc1ccc(S(=O)(=O)Nc2ccccn2)cc1	-5	1.1	i	7	1	-6	5	i	0	3
CCCC(c1nnnn1Cc1ccc(OC)cc1)N1CCC(C(N)=O)CC1 (stereo not given)	-1	-3.3	i	-6	7	-5	-1	i	-11	3
CC(C)(C)c1ccc(CCC(CC(=O)O)CC(=O)O)cc1	-1	0.4	i	-4	0	-6	-3	i	-1	4
Cc1c(C)c(C)c(CO/N=C/c2cccs2)c(C)c1C	-1	1.0	i	0	-2	-7	-4	i	1	1
COc1cccc(-c2cc(-c3cccnc3)nc(N)c2C#N)c1	-5	0.1	i	-1	5	-11	-73	i	-1	-5
C=CCn1c(NC(=O)c2ccco2)nc2ccccc21	2	-0.1	i	-5	5	2	2	i	-2	2
CC(C)(C)OC(=O)NCCCCCc1nnc(SCc2ccccc2)o1	7	0.0	i	-4	0	0	3	i	-1	0
O=C(Cc1ccc(NC(=O)C2CCCN(C(=O)C3CCC3)C2)cc1)Nc1cccc(C(=O)N2CCCCC2)c1 (stereo not given)	1	-2.1	i	2	2	-17	-5	i	1	-1
CC1(C(=O)NCc2ccccc2)CCC(=O)N1C1CC1 (stereo not given)	3	-2.6	i	-6	-8	x	6	i	-1	6
CN(Cc1ccccc1)C(=O)NC1CCCCC1	3	-1.1	i	1	2	-7	4	i	-4	-3
COc1ccccc1C(=O)NC(=O)CSc1nc2nc(C)cc(C)n2n1	0	-2.3	i	3	-4	-8	-1	i	-1	-3
Cc1ccc(/C=C/C2=NN(C)C(=O)CC2)cc1	-1	0.3	i	-2	-7	9	-12	i	-4	-2
COc1ccc(Nc2nc(N3CCN(C)CC3)nc3ccccc23)c(OC)c1	-2	5.7	i	-12	2	-13	4	i	-3	0
Cc1ccc(CNCC2CCCO2)o1 (stereo not given)	-3	-0.4	i	7	0	-6	-3	i	0	1
COc1ccc(NC(=S)NC(NC(=O)CCl)C(Cl)(Cl)Cl)c([N+](=O)[O-])c1 (stereo not given)	-26	1.2	i	8	7	-6	4	i	6	-4
CCOC(=O)c1ccc(NC(=S)N2CCSC2c2ccc(Br)cc2)cc1 (stereo not given)	-10	0.3	i	1	0	13	1	i	2	-1
COc1ccc(-c2cn3c(C)c(C(=O)NC(C)C)sc3n2)cc1	0	-1.0	i	-3	-2	-8	-1	i	0	-5
CCOC(=O)C1CCN(c2c([N+](=O)[O-])c(C(Cl)Cl)nn2-c2ccccc2)CC1	-2	3.6	i	-7	3	-12	-9	i	2	1
CC(=O)Nc1ccc(-c2ccnc3c2CC(C)(C(=O)NCc2ccco2)O3)cc1 (stereo not given)	0	-1.9	i	4	-2	x	0	i	-1	-2
O=C1NNC(c2ccccc2)=N/C1=C\c1ccccc1Cl	42	5.2	i	-5	10	-3	9	i	6	6.8*
NS(=O)(=O)c1ccc(NC(=O)CN2CCc3ccccc3C2)cc1	-2	4.9	i	3	-4	-7	0	i	5	0
O=C1CC2(CCCC2)CC(=O)N1CCCCN1CCN(c2ncccn2)CC1	-1	0.3	i	3	-5	6	1	i	-2	4
Cc1ccc(OC(=O)Cn2c(C(F)(F)F)nc3ccccc32)cc1	3	1.0	i	-1	-2	-7	-3	i	-2	0

Next section; the last three above are carried over.
SMILES	DNMT1 block	LMPTP inh	Rpn11 block	NadD inh	CSN deneddyl inh	Scp1 inh	SUMO1 PPI mod	Neddylation inh	STEP block	Rin1-Abl PPI inh
NS(=O)(=O)c1ccc(NC(=O)CN2CCc3ccccc3C2)cc1	-2	4.9	i	3	-4	-7	0	i	5	0
O=C1CC2(CCCC2)CC(=O)N1CCCCN1CCN(c2ncccn2)CC1	-1	0.3	i	3	-5	6	1	i	-2	4
Cc1ccc(OC(=O)Cn2c(C(F)(F)F)nc3ccccc32)cc1	3	1.0	i	-1	-2	-7	-3	i	-2	0
COc1ccc(/C=N/NC(=O)c2cccc(Br)c2)cc1CN1CCOCC1	1	0.5	i	4	6	-4	-8	i	-1	0
COc1ccc(Cc2c(-c3ccccc3)nc3c4ccccc4ccn23)c(C)c1	-12	3.2	i	5	4	x	2	i	3	1
O=[N+]([O-])c1ccc(/C=[N+](\[O-])[C@@H]2CCCC[C@@H]2/[N+]([O-])=C/c2ccc([N+](=O)[O-])o2)o1	10	0.0	i	-4	0	7	-29	i	9	0
CCOc1ccccc1NC(=S)N1CCC(NC(=O)C(C)(C)C)CC1	-1	0.1	i	1	4	16	-1	i	0	2
CCCN(CCC)S(=O)(=O)c1ccc(C(=O)Nc2nnc(-c3cccc(OC)c3)o2)cc1	15	-1.5	i	19	-1	-4	15	x	-1	0
COc1ccc(Br)cc1CNC(=O)Cc1cccs1	0	-0.7	i	-2	0	0	2	i	0	-1
COc1cc(S(=O)(=O)N2CCN(C(=O)c3ccccc3)CC2)c(OC)cc1Br	-3	0.4	i	-7	6	-11	4	i	-5	1
CCOC(=O)N1CCN(CC(O)COc2ccc(-c3ccccc3)cc2)CC1 (stereo not given)	-3	-0.6	i	-2	0	-7	-3	i	1	1
O=c1[nH]cnc(CN2CCCCC2)c1O	-38	0.2	i	1	0	-10	-5	i	0	4
COc1ccccc1CNS(=O)(=O)c1ccc2c(c1)CC(C)N2C(=O)C1CC1 (stereo not given)	2	-0.1	i	3	0	-16	2	i	-1	2
COCC(=O)Nc1nc(-c2ccc([N+](=O)[O-])cc2)cs1	-3	0.7	i	-2	0	-1	-30	i	1	-4
COCCNC(=O)C1(C)CCCN(Cc2ccccc2N(C)C)C1 (stereo not given)	7	-1.0	i	0	3	x	5	i	1	-2
